Source: PubChem BioAssay (National Center for Advancing Translational Sciences (NCATS))
PI5P4Ka inh: PI5P4K alpha (human) kinase inhibition; P48426; hit rate 1.2% among 330,000; PI5P4Kalpha enzyme, ADP-Glo luminescence, 60 min; active compounds read low; max response, %; active = max response of -50% or lower; inconclusive = between -30% and -50%; inactive = -30% or higher; note: value at the top dose of about 77 µM; % is set by controls: 0 for no effect and ±100 for the full control effect
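Luminescence from ADP-Glo served as readout of PI5P4Kalpha activity in a qHTS format. Reaction: enzyme, substrate, compound, ATP at 5 microM final, 60 min at RT.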
GLP1R inv ag: GLP-1 receptor (human) inverse agonism | hit rate 1.6% among 410,000 | P43220 | Potency, µM (titrated, usually from 38.3 µM), without a hit: top-dose activity change, negative = inhibition, usual class: inhibitors | HEK293 GLP-1R CRE-luciferase, luminescence, 24 h; GLP-1R form is constitutively active; note: potency is the fitted concentration of half-maximal effect; % is set by controls: 0 for no effect and ±100 for the full control effect; nearly all actives have a fitted effect of over 55% in size
Target sequence (P43220 whole entry, looked up): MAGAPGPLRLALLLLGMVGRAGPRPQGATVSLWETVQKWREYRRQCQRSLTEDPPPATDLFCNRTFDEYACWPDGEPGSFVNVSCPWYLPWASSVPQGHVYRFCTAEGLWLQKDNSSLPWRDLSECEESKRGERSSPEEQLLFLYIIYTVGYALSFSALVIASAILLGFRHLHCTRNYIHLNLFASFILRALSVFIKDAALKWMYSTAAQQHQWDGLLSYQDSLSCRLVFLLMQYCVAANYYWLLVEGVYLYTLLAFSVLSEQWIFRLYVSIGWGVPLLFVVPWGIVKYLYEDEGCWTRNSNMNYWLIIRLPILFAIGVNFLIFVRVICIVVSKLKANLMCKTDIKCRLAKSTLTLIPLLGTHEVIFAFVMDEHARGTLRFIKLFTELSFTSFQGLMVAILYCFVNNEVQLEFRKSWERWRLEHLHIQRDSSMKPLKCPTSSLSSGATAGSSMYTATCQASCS
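Constitutively active GLP-1R drives a cAMP-responsive luciferase in stably transfected HEK293 cells; test compounds are added after overnight (12 h) attachment and left 24 hr, and signal loss in luminescence marks inhibition.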
IL2 activator: activates IL-2 in a cell-based reporter assay; hit rate 0.065% among 360,000; AID 652025; activation, % (series mostly up to about 46 µM); IL-2 activation reporter assay, cell-based qHTS; stimulated with anti-CD3/CD4/CD28 beads; in transgenic mouse T cells; in the data active = activation above about 50%; inconclusive = mostly about 30% to 49%; note: 0% is about no effect
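Using fluorescent plate cytometry, EGFP and DsRed are detected in transgenic mouse T cells stimulated 18 h at 37 degrees C with antibody-coated beads after 60 min compound pretreatment.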
PLK1 PBD block: inhibitors of human PLK1 polo-box domain binding; AID 720504; P53350; Potency, µM, inactives show max response, negative = inhibition, actives largely listed as inhibitors; Plk1 PBD binding of FITC phosphopeptide, fluorescence polarization; hit rate 2.8% among 360,000; note: potency is the fitted concentration of half-maximal effect; series mostly up to about 57 µM; % is set by controls: 0 for no effect and ±100 for the full control effect; nearly all actives have a fitted effect of over 65% in size
Target sequence (P53350 whole entry, looked up, the tested form may be a part): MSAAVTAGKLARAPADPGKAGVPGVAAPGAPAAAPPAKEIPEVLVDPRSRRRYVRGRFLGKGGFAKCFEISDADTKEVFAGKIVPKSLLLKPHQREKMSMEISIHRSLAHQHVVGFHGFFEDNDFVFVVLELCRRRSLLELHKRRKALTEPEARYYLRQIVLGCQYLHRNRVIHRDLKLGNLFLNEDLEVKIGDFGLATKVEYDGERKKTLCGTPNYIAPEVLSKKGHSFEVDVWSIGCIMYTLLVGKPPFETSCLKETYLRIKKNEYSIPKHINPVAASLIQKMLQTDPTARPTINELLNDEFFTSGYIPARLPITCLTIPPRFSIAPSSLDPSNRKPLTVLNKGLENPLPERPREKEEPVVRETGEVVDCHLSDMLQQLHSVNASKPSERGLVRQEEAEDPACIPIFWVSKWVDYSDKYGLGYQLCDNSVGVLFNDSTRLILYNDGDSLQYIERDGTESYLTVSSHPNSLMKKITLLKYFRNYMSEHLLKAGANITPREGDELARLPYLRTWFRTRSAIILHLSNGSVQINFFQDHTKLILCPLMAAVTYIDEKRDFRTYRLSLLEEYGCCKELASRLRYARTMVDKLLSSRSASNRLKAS
WRN helicase inh: blocks human WRN helicase. WRN helicase unwinding, fluorescent forked duplex, kinetic. Potency, µM (series often up to 114 µM), for inactives: top-dose activity change, negative = inhibition, most hits filed as inhibitors. hit rate 0.46% among 360,000. AID 651768; note: potency is the fitted concentration of half-maximal effect; % is set by controls: 0 for no effect and ±100 for the full control effect; nearly all actives have a fitted effect of over 55% in size
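Primary qHTS, 1536-well format. 20 nM WRN + compound, 15 min RT; start with 100 nM forked fluorophore/quencher duplex, 2 mM ATP (final); kinetic read ex 525/em 598 nm.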
GLP-1R agonist: agonists of human GLP-1 receptor. Potency, µM (doses to about 45.6 µM), for inactives: at the highest dose activation, actives largely listed as activators. hit rate 0.007% among 380,000. AID 624172. HEK293 GLP-1R CRE-luciferase, luminescence, 4-6 h; cells express a hypersensitive GLP-1R form; note: potency is the fitted concentration of half-maximal effect; % of control where 0% means no effect
D3 antag: antagonists of human D3 dopamine receptor | max response, negative = inhibition, % | D3R cells, DiscoveRx beta-arrestin luminescence, antagonist mode; active compounds read low | P35462 | hit rate 2.5% among 360,000; in the data active = max response below about -50%; inconclusive = no clear call, values can overlap the other calls; note: % is set by controls: 0 for no effect and ±100 for the full control effect; mostly tested at two doses, the higher about 12 µM
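Cells expressing the human receptor were seeded at 1500 cells/well, incubated overnight at 37 degrees C in 5% CO2, then exposed to library compounds with dopamine controls for 90 minutes at 37 degrees C before luminescent detection.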
HEK293 tox: cytotoxicity in counter-screen for GLP-1R inverse agonists. HEK293 cAMP-luciferase reporter cells, luminescence, 24 h. hit rate 0.13% among 410,000. Potency, µM (series often up to 38.3 µM), for inactives: at the top dose activity change, negative = inhibition, actives largely listed as inhibitors. AID 624418;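 note: loss of luciferase light is scored as toxicity; potency is the fitted concentration of half-maximal effect; % is set by controls: 0 for no effect and ±100 for the full control effect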
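Step one: seed cells (200 cells/uL, DMEM with 10% Nu serum, 1% pen-strep). Step two: 12-hour incubation at 37 deg C. Step three: pin 23 nL compound, incubate 24 hr. Step four: add luciferase reagent, read luminescence 12 min later.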
DRD3 agonist: D3 dopamine receptor (human) agonism; max activation, %; P35462; AID 652048; hit rate 0.58% among 410,000; D3R DiscoveRx beta-arrestin cells, luminescence, 90 min; in the data active = max activation above about 30%; note: 0% is about no effect; mostly tested at two doses, the higher about 12 µM
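Agonist mode: compounds and dopamine controls were applied to plated cells for 90 min at 37 degrees C after an overnight attachment at 1500 cells/well. Luminescent read-out followed 30 - 60 minutes at room temperature with DiscoveRx detection reagent.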
Starred values were filed as active, the others as inactive; ? = inconclusive; · = not tested or not shown; & = joins results of further samples; [ ] = remark or other dose. Unless noted, calls come from the whole dose curve; as a rule, active = well fitted curve in the direction sought with a large enough effect; inconclusive = small, poorly fitted or top-dose-only effect, or another doubt; inactive = no such curve, though single readings can be large; an effect the other way counts as inactive or inconclusive. Random draw from the library; 7.8% or so of the library scored in one or more.

SMILES	PI5P4Ka inh	GLP1R inv ag	IL2 activator	PLK1 PBD block	WRN helicase inh	GLP-1R agonist	D3 antag	HEK293 tox	DRD3 agonist
O=C(CN(C(=O)c1ccccc1Cl)C1CCCCC1)Nc1ccc(Cl)c([N+](=O)[O-])c1	2	4µM*	-2.2	0%	-5%	-14%	1	-18%	-4
COc1ccc(Br)c(C(=O)Nc2cccc(S(=O)(=O)N3CCOCC3)c2)c1	2	-11%	-1.0	-1%	-9%	6%	-2	4%	-5
COc1ccc(C(=O)Cc2cc(OC)c(OC)cc2C(=O)c2ccccc2F)cc1OC	0	58%[activator]	0.6	-12%	12%	26%	-9	-3%	-1
CCOC(=O)N1CCN(C(=O)CSc2ccc(-c3ccc(OC)cc3)nn2)CC1	-3	-13%	1.7	?	5%	10%	5	9%	-4
O=C(O)C1CCCN1S(=O)(=O)c1cccc2nsnc12 (configuration not stated)	0	10%[7.66 µM]	-0.4	-12%	2%	10%	-10	6%[7.66 µM]	-2
Cc1cccc(OC(=O)c2cncc(Br)c2)c1	1	-22%	1.0	27µM*	3%	2%	0	8%	2
COCCN1C(=O)c2ccc(C(=O)NCc3cccnc3)cc2C1=O	·	2%	-2.7	-8%	-2%[57.1 µM]	-5%	-24	3%	-5
CCC(C)N(C(=O)CSc1nnc2ccccn12)C1CCS(=O)(=O)C1 (configuration not stated)	-3	46%[activator]	0.3	1%	1%	0%	8	0%	7
CCC/C=C/c1ccc(CN2C(CC(C)C)C(=O)N(Cc3cn(CCC4OCCCO4)nn3)CCS2(=O)=O)cc1 (configuration not stated)	21	?	-3.3	4%	-9%	-3%	9	?	2
CC1=C(C(=O)N(C)C)CC(CC(=O)NCCCN(C)C)C(=O)N1CCC1=CCCCC1 (configuration not stated)	4	13%	2.8	-2%	1%	0%	37	-13%	2
OCCC1CN(Cc2ccc(Oc3ncccn3)cc2)CCN1Cc1ccc(F)c(F)c1 (configuration not stated)	6	-27%	-1.7	-5%	-5%	-1%	-72*	1%	-18
CC(=O)Nc1ccc(S(=O)(=O)NCCC(=O)OCc2ccccc2F)cc1	-3	11%	0.8	6%	-11%	-2%	10	3%	-1
O/N=C1\CC2(Cc3nonc31)OCCO2	9	7%	2.3	-8%	-25%	4%	0	53%	-2
Cc1ccc2c(c1)N(C(=O)CCC(=O)NCCCN(C)Cc1ccccc1)CCO2	3	?	-0.1	-8%	-2%	12%	-16	-22%	-9
CC1CCC2(CC1)NC(=O)N(CC(=O)N1CCN(C(=O)c3ccco3)CC1)C2=O (configuration not stated)	7	7%	1.3	-7%	-7%	-5%	9	-7%	8
CCC(=O)N1CCc2cc(OC)c(OC)cc2C1COc1ccc(F)cc1 (configuration not stated)	-6	14%	1.2	-7%	2%	4%	9	9%	3
Cc1nc(Nc2ccc(C(=O)O)cc2)sc1-c1ccccc1	?	?	-1.7	-24%	-4%	5%	15	-10%	2
CN(Cc1ncc[nH]1)Cc1cn(-c2ccccc2)nc1-c1ccc2c(c1)OCO2	1	?	2.1	5%	-4%	5%	13	1%	5
[O-]/[N+](=C/c1ccco1)c1ccccc1	-2	17%	0.5	-3%	-10%	0%	6	3%	9
Cc1ccsc1C(=O)OCC(=O)NCCC1=CCCCC1	8	?	-0.3	-1%	-2%	2%	-26	-20%	-22
Cc1ccc(CNC(=S)NCc2ccncc2)cc1	-5	14%	-0.7	-17%	4%	3%	5	16%	2
O=C(Nc1cccc(C(=O)O)c1)/C(=C\c1ccc(F)cc1)NC(=O)c1ccco1	2	29%	-1.3	-1%	-2%	-1%	7	18%	2
COc1ccc(Cl)cc1NC(=O)C(C)N1CCc2ccccc21 (configuration not stated)	1	?	-4.6	-10%	5%	8%	-7	19%	-4
CC(C)(C)c1ccc(C(=O)Nc2sc3c(c2C(=O)O)CCC3)cc1	?	-76%	0.7	?	-16%	-5%	5	-29%	-4
COc1ccccc1C1=NC(c2ccccc2)CN1c1ccccc1 (configuration not stated)	12	?	0.1	?	-3%	-1%	-13	264%[activator]	-7
Cc1cc(C)c(S(=O)(=O)N2CCC(C(=O)OCc3c(C)noc3C)CC2)c(C)c1	4	?	-0.7	-4%	-4%	10%	7	8%	6
Cn1c(Cl)nc2c1c(=O)n(Cc1cccc(Br)c1)c(=O)n2C	·	6%	7.8	-5%	1%	2%	10	4%	9
O=C(CSc1nc(C2CC2)nc2ccccc12)N1CCc2ccccc21	2	-8%	-3.5	-19%	-3%	-1%	0	-9%	6
CNC(=S)N(CCc1c(C)[nH]c2ccc(C)cc12)Cc1cccnc1	-4	-6%	-2.9	5%	-3%	-4%	-25	3%	-2
CCCNC(=O)c1cc(C2CCCN(C(=O)c3cc(F)ccc3C)C2)on1 (configuration not stated)	3	11%	-0.2	0%	-5%	5%	0	0%	-15
CCOC(=O)NC(=O)CSc1nnnn1-c1ccccc1	·	-9%	-0.9	-28%	3%	-1%	-7	-14%	3
C/C(=N/NC(=O)CNc1ccc(Cl)cc1C)c1ccc(C)cc1	1	-15%	-1.6	3%	-3%[57.1 µM]	7%	37	0%	18
CN1CCN(C2CC(=O)N(CCc3ccccc3)C2=O)CC1 (configuration not stated)	0	18%	1.2	6%	-5%	-6%	22	16%	-2
CCOc1ccccc1NC(=O)c1cc(S(=O)(=O)NCc2ccco2)ccc1F	-2	-6%	-1.2	-8%	-8%	-8%	-15	0%	-5
CC(C)=C1C2CCC1C1C(=O)N(NC(=O)c3ccco3)C(=O)C21 (configuration not stated)	-4	-2%	-2.9	-5%	-14%	-4%	10	8%	6
COc1ccc(-c2c(-c3cc(OC)cc(OC)c3)n(C)c3ccc(Br)cc23)cc1	-4	?	-0.2	-4%	3%	-4%	4	8%	0
COC(=O)C(Cc1c[nH]c2ccccc12)NC(=O)c1ccc2nc[nH]c2c1 (configuration not stated)	9	14%	4.8	-6%	-7%	-5%	7	7%	0
CC(Sc1nc2ccccc2[nH]1)C(=O)NC1CCCCC1C (configuration not stated)	8	?	1.8	6%	-2%	1%	3	-1%	1
COc1ccc2c(c1)c1c3n2CCN(C)C3=NCC1	3	1%	0.2	-8%	5%	-1%&8%	-3	83%[activator]	3&-22
Cc1snc(SCc2cccc(Cl)c2)c1C#N	12	?	0.1	-10%	3%	?	-10	-7%	-4

Random excerpt: four records from the list.
SMILES	PI5P4Ka inh	GLP1R inv ag	IL2 activator	PLK1 PBD block	WRN helicase inh	GLP-1R agonist	D3 antag	HEK293 tox	DRD3 agonist
Cc1snc(SCc2cccc(Cl)c2)c1C#N	12	?	0.1	-10%	3%	?	-10	-7%	-4
COC(=O)C(Cc1c[nH]c2ccccc12)NC(=O)c1ccc2nc[nH]c2c1 (configuration not stated)	9	14%	4.8	-6%	-7%	-5%	7	7%	0
C/C(=N/NC(=O)CNc1ccc(Cl)cc1C)c1ccc(C)cc1	1	-15%	-1.6	3%	-3%[57.1 µM]	7%	37	0%	18
CC(Sc1nc2ccccc2[nH]1)C(=O)NC1CCCCC1C (configuration not stated)	8	?	1.8	6%	-2%	1%	3	-1%	1

(cont.)
SMILES	PI5P4Ka inh	GLP1R inv ag	IL2 activator	PLK1 PBD block	WRN helicase inh	GLP-1R agonist	D3 antag	HEK293 tox	DRD3 agonist
CC(C)CN(C(=O)CSc1nnc(-c2cccs2)n1C1CC1)C1CCS(=O)(=O)C1 (configuration not stated)	-7	9%	-2.4	-10%	5%	-5%	-25	0%	-3
O=S(=O)(NC1CCCCC1N1CCN(c2ccc(F)cc2)CC1)c1ccccc1 (configuration not stated)	0	-7%	-0.5	-1%	-11%	-6%	-3	3%	-4
Cc1ccc(C)c(NC(=O)CSc2nnc(C3CCCCC3)o2)c1	3	6%	2.5	-6%	8%	11%	-1	21%	6
CC(C)CC(NC(=O)OCc1ccccc1)C(=O)NC(Cc1c[nH]c2ccccc12)C(=O)O (configuration not stated)	-1	11%	-0.4	-4%	-5%	17%	0	6%	8
CCCN(C(=O)CCc1nc(-c2ccc(OC)cc2)no1)c1ccccc1F	·	?	·	·	·	0%	·	2%	3
COc1cc(NC(=O)CN2CCN(S(=O)(=O)c3ccc(C(C)C)cc3)CC2)cc(OC)c1	7	?	0.1	?	-6%	0%	-6	-4%	3
COc1ccc(OCC(=O)Nc2cc3c(cc2C(=O)O)OCCCO3)cc1	-12	-16%	-1.9	?	4%	-4%	-11	-14%	0
CCc1c(C)sc(NC(=O)c2ccoc2C)c1C(N)=O	-66*	43%[activator]	-0.6	2.7µM*	?	4%	1	-2%	4
O=C(CNC(=S)NC(=O)c1ccccc1Br)c1ccccc1	-23	3%	-4.9	-18%	-31%[57.1 µM]	7%	-12	12%	1
CCc1ncc(C(O)c2cccc3ccccc23)n1C (configuration not stated)	·	0%	-0.3	-9%	-1%	13%	-17	11%	4
CCOc1c(C)cnc2c1c(=O)n(Cc1c(F)cccc1Cl)c(=O)n2C	4	5%	2.0	?	-10%	-2%	6	5%	-2
CCn1c(=O)c(C(=O)NNC(=O)c2ccccc2)c(O)c2ccccc21	1	?	0.0	2%	-12%	4%	-17	-3%	4
CN(CC(=O)Nc1ccc(Cl)cc1)C(=O)c1sccc1-c1ccccc1	18	?	0.5	6%	-5%	-1%	20	-5%	-4
CC1(c2ccc([N+](=O)[O-])cc2)NC(=O)NC1=O (configuration not stated)	4	5%	0.8	-3%	-4%	-5%	8	3%	1
CCCCCCSc1ccc([C@H]2N[C@@](CC(C)C)(C(=O)OC)[C@H]3C(=O)N(CC)C(=O)[C@@H]23)cc1	5	-7%	-0.2	-6%	3%	9%	0	-16%	2
CC1=C(C(=O)OCC2CCCO2)C(c2coc3ccccc3c2=O)C2=C(CC(C)(C)CC2=O)N1 (configuration not stated)	-2	9%	12	-8%	-3%	8%	-6	5%	-5
O=C(c1c(F)cccc1Cl)N1CCN(c2ccccn2)CC1	0	17%	-0.1	-8%	-2%	5%	-1	-11%	-2
COc1ccc(NC(=O)CCCn2c(=O)c3sccc3n(Cc3ccc(C)cc3)c2=O)cc1	-6	-11%	-0.4	-2%	-9%	5%	17	-3%	9
